Source: PubChem BioAssay (several laboratories)
HTR5A inv ctr: counter-screen for OPRM1-OPRD1 inverse agonists: human HTR5A inverse agonism | HTR5A cell line, luminescence | P47898 | inhibition, % at 9.3 µM | hit rate 0.083% among 340,000; in the data active means inhibition mostly above about 23%, no sharp cut-off; inactive means mostly below about 18%;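 further: 0% = cells with DMSO and 100% = no-cell wells with DMSO; some compounds called inactive have numbers as strong as hits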
Target sequence (P47898 whole entry, looked up): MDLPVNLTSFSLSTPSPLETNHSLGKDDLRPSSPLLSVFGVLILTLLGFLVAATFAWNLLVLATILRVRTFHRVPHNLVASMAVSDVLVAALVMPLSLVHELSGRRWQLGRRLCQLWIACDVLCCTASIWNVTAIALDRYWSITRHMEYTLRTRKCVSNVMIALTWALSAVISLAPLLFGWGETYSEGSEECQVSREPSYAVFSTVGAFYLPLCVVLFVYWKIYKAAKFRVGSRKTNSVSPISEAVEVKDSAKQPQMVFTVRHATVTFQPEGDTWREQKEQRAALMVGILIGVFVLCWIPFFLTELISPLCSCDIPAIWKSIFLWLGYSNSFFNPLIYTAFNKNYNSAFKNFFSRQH
HTR5A ag: activates human HTR5A in OPRM1-OPRD1 agonist counter-screen | P47898 | HTR5A agonist assay, luminescence, cell-based | activation, % at 9.3 µM | hit rate 0.61% among 340,000 | AID 504692; in the data active means activation mostly above about 9.5%, no sharp cut-off; inactive means mostly below about 7.6%;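 further: 0% = cells with vehicle only and 100% = reference agonist; strong numbers were not always called active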
MITF act: MITF TRPM1 promoter activation in melanoma cells | SK-MEL-5 TRPM1-promoter luciferase, 24 h; % of positive control, neutral wells = 0 | activation, % at 12.5 µM | hit rate 0.75% among 300,000;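 active means mean activation of at least 80% with every replicate also reaching 80%; inconclusive means mean reaches 80% but some replicate falls short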;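 further: 0% = neutral control wells and 100% = parthenolide positive control wells; values of inactives mirror those of a sister screen read the other way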
dFosB activator: activators of mouse delta FosB homodimer. P13346. purified delta FosB, TAMRA-CDK5 oligo fluorescence polarization; percent of positive-control signal above neutral wells. activation, % at 25 µM. hit rate 0.99% among 340,000;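 active means mean activation above about 17%, with every replicate also reaching it, limit read from the data, passing the limit was not always enough; inconclusive means only one of the two conditions met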;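 further: fluorescence polarization rise as delta FosB binds a TAMRA Cdk5 AP-1 oligo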
V-ATPase pH: yeast V-ATPase proton transport regulation by pHLuorin; S. cerevisiae, pHLuorin cytosolic pH fluorescence; hit rate 0.37% among 350,000; response, % at 10 µM; in the data active means response mostly above about 7.3%, no sharp cut-off; inactive means mostly below about 5.4%; further: actives read high; inactives centre near 0; some compounds called inactive have numbers as strong as hits; reference of the scale not given here
NSD2 inh: inhibitors of human histone methyltransferase NSD2. O96028. NSD2 peptide methylation, AlphaScreen, 120 min. inhibition, % at 12.5 µM. hit rate 0.54% among 310,000. AID 743445; in the data active means inhibition above about 50%
CDK5 p35 inh: inhibitors of human CDK5/p35 kinase; Q00535+Q15078; Recombinant CDK5/p35, ADP-Glo luminescence, 60 min; inhibition, % at 10 µM; hit rate 0.01% among 330,000; AID 488839;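 active means highest replicate inhibition of at least 50% and at least 75% of replicates reaching 50%; inconclusive means only one of the two criteria met; inactive means both criteria failed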;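 further: plate controls were DMSO neutral control for no effect and GW8510 at 10 µM for full effect; many of its hits are not listed in these tables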
Target sequence (Q00535 whole entry, looked up): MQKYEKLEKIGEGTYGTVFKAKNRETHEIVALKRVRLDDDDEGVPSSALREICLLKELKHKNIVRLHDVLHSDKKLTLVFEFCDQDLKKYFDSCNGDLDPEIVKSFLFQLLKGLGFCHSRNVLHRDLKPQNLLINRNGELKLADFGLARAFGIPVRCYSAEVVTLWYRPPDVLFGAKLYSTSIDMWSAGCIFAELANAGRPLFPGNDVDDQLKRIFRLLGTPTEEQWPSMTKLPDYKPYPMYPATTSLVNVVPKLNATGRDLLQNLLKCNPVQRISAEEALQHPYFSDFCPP
Target sequence (Q15078 whole entry, looked up): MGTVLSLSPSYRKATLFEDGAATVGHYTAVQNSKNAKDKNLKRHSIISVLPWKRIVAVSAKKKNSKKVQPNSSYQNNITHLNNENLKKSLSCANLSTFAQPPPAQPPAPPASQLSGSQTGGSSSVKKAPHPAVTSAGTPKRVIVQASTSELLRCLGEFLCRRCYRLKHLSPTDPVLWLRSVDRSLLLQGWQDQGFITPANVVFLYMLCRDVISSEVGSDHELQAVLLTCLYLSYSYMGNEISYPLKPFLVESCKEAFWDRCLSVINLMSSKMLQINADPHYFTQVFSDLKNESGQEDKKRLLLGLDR
Wnt bcat act: activates Wnt/beta-catenin signaling in a reporter cell assay; hit rate 1.2% among 300,000; activator, plate reader; activation, % at 9.35 µM; AID 743398; in the data active means activation above about 30%, passing the limit was not always enough; inconclusive means no clear call, values can overlap the other calls;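 further: 0% = neutral control wells and 100% = positive control wells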
PvdQ acylase: blocks Pseudomonas aeruginosa PvdQ acylase activity; purified PvdQ acylase, fluorescence plate reader; inhibition, % at 10 µM; hit rate 0.063% among 340,000; in the data active means inhibition above about 30%, passing the limit was not always enough; inconclusive means no clear call, values can overlap the other calls;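 further: 0% = vehicle neutral wells and 100% = reference inhibitor wells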
SR-BI HDL uptake: mouse SR-BI HDL lipid transfer inhibition. inhibition, % at 12.5 µM. Q61009. hit rate 0.96% among 320,000. ldlA[mSR-BI] CHO cells, DiI-HDL uptake fluorescence, 3 h;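 active means mean replicate inhibition of at least 70% and a set share of replicates each scoring 70 or more; inconclusive means meets just one of the two criteria; inactive means fails both criteria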;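 further: 0% = median of neutral control wells and 100% = median of positive control wells; values of inactives mirror those of a sister screen read the other way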
An asterisk follows results filed as active; u = inconclusive; x = no result given.

The line under a structure holds: HTR5A inv ctr | HTR5A ag | MITF act | dFosB activator | V-ATPase pH | NSD2 inh | CDK5 p35 inh | Wnt bcat act | PvdQ acylase | SR-BI HDL uptake
> CCCCC(CC)CN1C(=O)/C(=C/c2ccncc2)SC1=S (centres undefined)
    12 | -6 | -4 | 0 | -3 | 3 | -0.1 | -4 | -8 | 6
> Cc1cc(C)c(NC(=O)CN(C2CCCCC2)C2CCCCC2)c(C)c1
    -17 | 7 | 0 | 7 | -4 | 4 | -0.3 | -1 | 4 | -3
> COc1ccc(S(=O)(=O)Nc2c(NC3CCCCC3)c3ccccc3oc2=O)cc1
    12 | 2 | -8 | -2 | -3 | 5 | -0.7 | 3 | 9 | 10
> O=C(c1ccoc1)N1CCC2(CC1)Oc1ccc(Cl)cc1C(=O)C21CC(c2ccc(Cl)cc2)=NO1 (centres undefined)
    -22 | 7 | 5 | 5 | 0 | x | 1.6 | -6 | 9 | 49
> Cc1ccc(-c2nc3cnccn3c2Nc2ccccc2)o1
    -9 | 3 | x | 3 | 0 | x | -2.0 | 6 | -4 | 17
> COc1ccc(C(O)P(=O)(OC(C)C)OC(C)C)cc1OC (centres undefined)
    9 | -3 | -3 | 6 | 5 | -1 | 0.0 | 1 | -3 | -6
> O=C(NCCc1c[nH]c2ccccc12)C(=O)NCC(c1ccco1)N1CCN(c2ccc(F)cc2)CC1 (centres undefined)
    -166 | 47* | -14 | u | -2 | -1 | -2.9 | x | -10 | 28
> O=[N+]([O-])c1ccc(Cl)c(/C=N/N2CCN(Cc3ccccc3)CC2)c1
    -1 | 8 | 7 | 5 | -2 | 5 | -2.0 | x | -10 | 2
> Cc1c(C(=O)O)oc2ccc(S(=O)(=O)N3CCCCC3C(=O)O)cc12 (centres undefined)
    -1 | 0 | -2 | -3 | -1 | x | -0.3 | -1 | -1 | 10
> COc1ccc([N+](=O)[O-])cc1NC(=O)CCCOc1ccccc1
    -3 | 1 | -3 | 3 | 0 | 2 | 1.0 | 0 | -8 | 57
> Cc1ccc(NC2CCCN(C(=O)CCC(=O)c3ccccc3)C2)cc1C (centres undefined)
    -10 | 2 | 4 | -7 | 8 | 11 | 1.3 | 3 | -10 | -8
> Cc1ccccc1NS(=O)(=O)c1cc2c(cc1C)N(C)CCO2
    -45 | 0 | x | -3 | -2 | x | 0.5 | 1 | -3 | -16
> CC(=O)Nc1ccc(NC(=O)CCC(=O)OCC(=O)c2ccc(F)cc2)cc1
    7 | -2 | 7 | -1 | -3 | -3 | x | 1 | 1 | -23
> COCCOC(=O)c1c(C)nc(SCC(=O)Nc2cccc3ccccc23)c(C#N)c1-c1ccco1
    -15 | 4 | 21 | 0 | -2 | -1 | 0.1 | x | 7 | 17
> COc1ccc(Cl)cc1NC(=O)CSc1nc(N2CCOCC2)nc(N2CCOCC2)n1
    0 | 1 | -1 | -8 | -2 | -5 | 0.7 | 0 | -7 | 40
> O=[N+]([O-])c1cccc(-c2nc(-c3cccs3)c(-c3cccs3)[nH]2)c1
    3 | -1 | -15 | 1 | -6 | -2 | -1.4 | -1 | 3 | 91*
> FC(F)(F)c1cccc(Nc2ncnc3ccccc23)c1
    10 | 2 | 1 | 8 | -12 | -3 | 2.2 | 3 | 12 | -3
> S=C(Nc1ccccc1)Nc1ccc(Cl)cn1
    -4 | 2 | 5 | -1 | -3 | x | 0.2 | x | 15 | 3
> CN(c1ccccc1)S(=O)(=O)c1cccc(NC(=O)CCNC(=O)c2ccccc2)c1
    16 | -7 | -1 | -8 | 1 | 1 | -0.7 | 2 | -3 | 13
> CC(C)C1/C(=N/O)CC(c2ccccc2)NC1c1ccccc1 (centres undefined)
    -39 | 1 | x | -12 | -3 | -3 | -5.8 | 1 | -3 | -10
> CCCC(=O)Oc1ccc(N(C(=O)CCC)S(=O)(=O)c2cccc([N+](=O)[O-])c2)cc1
    -9 | 2 | 19 | -2 | 1 | 1 | 1.4 | x | 5 | -11
> CN(C)S(=O)(=O)c1cc(C(=O)Nc2ccccc2C(=O)NC2CC2)ccc1Cl
    26 | -10 | 43 | -18 | -5 | -4 | -5.5 | 5 | -16 | 8
> COc1ccc2cc3cc(C(=O)N4CC(C)CC(C)C4)oc3nc2c1 (centres undefined)
    -24 | -4 | 55 | -40 | 2 | -8 | -0.1 | x | 3 | -12
> Cc1ccc(S(=O)(=O)N2CCOCC2)cc1NC(=O)c1cc2ccccc2oc1=O
    5 | -1 | 8 | -1 | -3 | -3 | -1.7 | 1 | 3 | 2
> Cc1cc(=O)oc(C)c1C(=O)NCC1COc2ccccc2O1 (centres undefined)
    14 | -1 | -3 | -1 | 5 | 1 | 0.7 | -4 | -14 | -8
> CCOC(=O)c1cc(-c2ccc(Cl)cc2)nc2c1c(=O)[nH]c(=O)n2CCOC
    -2 | -5 | 7 | -1 | 0 | x | -3.4 | -1 | -7 | 9
> O=C(C1CCCN(S(=O)(=O)c2cccc3nonc23)C1)N1CCN(c2cccc(Cl)c2)CC1 (centres undefined)
    1 | 1 | 0 | -8 | -3 | 2 | 0.2 | x | -10 | 51
> C=C(C)CC(Nc1ccc(OC)cc1)c1ccco1 (centres undefined)
    4 | -1 | -4 | 3 | 4 | 1 | 0.6 | -2 | -7 | -7
> CCCCN(C)CCCNC(=O)c1cc(=O)[nH]c2ccc(S(=O)(=O)N3CCCCC3C)cc12 (centres undefined)
    -3 | -1 | 1 | -9 | 0 | 25 | 0.2 | -1 | -19 | -4
> CN1CCN(c2ccc(NC(=O)c3ccc(-c4ccccc4F)o3)cc2)CC1
    -38 | 4 | 27 | -9 | -4 | 3 | -2.7 | 49* | 0 | 21
> c1ccc(-c2ccccc2OCCOCCN2CCc3ccccc3C2)cc1
    -1 | 0 | -6 | -2 | -2 | 1 | -2.6 | 2 | -5 | -12
> COc1ccc(NS(=O)(=O)c2cc3c4c(c2)CCN4C(=O)CC3)cc1OC
    9 | 2 | -10 | 6 | -16 | -2 | -0.6 | x | 6 | 0
> CSc1ccc(S(=O)(=O)N2CCC(C(=O)Nc3cccnc3)CC2)cc1
    -16 | -1 | 3 | -3 | -4 | -3 | 4.8 | 1 | 11 | x
> COc1cc(/C=C(\C#N)C(=O)Nc2cccnc2)ccc1OC(C)C
    13 | 6 | 3 | -14 | 2 | 0 | 0.4 | x | -8 | 34
> O=S1(=O)N=C(N(CCO)/N=C/c2ccccc2F)c2ccccc21
    -6 | 2 | 7 | -18 | 3 | x | 4.9 | -1 | -15 | -1
> CCOC(=O)c1[nH]c(C)c(C(=O)OCC(=O)N2CCc3ccccc32)c1C
    -3 | 1 | -13 | 3 | 0 | 2 | -0.4 | -2 | -9 | 24
> COc1ccc(OC)c(/C=N/NC(=O)CN2CCSCC2)c1
    21 | 1 | 7 | 1 | -1 | -2 | 1.5 | x | 2 | 0
> c1cnc(-c2noc(CN3CCN(C4C5CC6CC(C5)CC4C6)CC3)n2)cn1 (centres undefined)
    14 | -6 | 2 | -6 | -6 | 1 | 1.7 | 2 | 4 | -11
> COc1ccc(N2CCN(CC(=O)Nc3c(C)cc(C)cc3C)CC2)cc1
    -18 | 3 | 1 | -13 | 0 | 2 | 3.8 | 1 | 11 | 13
> COc1c(C)cc(Br)cc1C(=O)Nc1ccc(S(N)(=O)=O)cc1
    -19 | 7 | 5 | -10 | -2 | -1 | -2.1 | -1 | -7 | 38
> COc1ccc(C(=O)COC(=O)c2cccs2)cc1
    4 | -5 | 63 | -4 | -2 | -2 | 5.8 | 54* | 7 | 1
> CC1Oc2ccccc2N(CC(=O)c2ccccc2)C1=O (centres undefined)
    -29 | 0 | 24 | -3 | -3 | 0 | -2.2 | 2 | -7 | -8
> Cc1ccc(Nc2c(-c3cccnc3)nc3ccc(Br)cn23)cc1
    -5 | 0 | -1 | 3 | -5 | -4 | -0.9 | 0 | 1 | x
> CCOC(=O)CCSc1nc(C)c2cc(C)c(C)cc2n1
    -21 | 8 | 12 | 2 | 7 | 3 | 0.3 | 11 | -15 | 22
> CN(CC(=O)Nc1ccc(Cl)c(C(F)(F)F)c1)C(=O)C1CCC1
    -5 | 2 | 3 | -9 | 1 | 15 | -1.5 | -3 | -2 | 16
> CC1CC(C)CN(C(=O)CSc2nnc3ccccn23)C1 (centres undefined)
    -34 | 14 | 5 | 0 | 5 | -1 | -0.2 | 0 | 4 | -17
> Cc1ccc(-c2c3c(nc4sc(C(N)=O)c(N)c24)CCCC3)o1
    1 | -6 | 13 | -7 | -1 | 5 | 16 | 10 | 2 | 16
> CCCCNS(=O)(=O)c1ccc(NC(=O)C(Sc2ccccc2)c2ccccc2)cc1 (centres undefined)
    11 | 2 | -1 | -7 | 0 | -3 | -0.3 | -2 | 8 | 10
> CCCCOC(=O)C(C#N)c1nc2ccccc2nc1N1CCN(Cc2ccc3c(c2)OCO3)CC1 (centres undefined)
    -10 | 4 | 3 | 3 | 2 | 0 | 4.3 | 0 | 14 | 34
> O=C(O)c1ccccc1SCc1cn2cc(Br)ccc2n1
    17 | -4 | -5 | -2 | -2 | 3 | -2.8 | x | -2 | -17
> CCOc1cc(/C=N/NS(=O)(=O)c2ccccc2)ccc1OS(=O)(=O)c1ccc(C)cc1
    3 | -1 | -5 | -2 | 0 | 4 | 0.6 | x | -1 | 11
> COc1cc(CC(=O)Nc2cc(S(C)(=O)=O)ccc2Cl)cc(OC)c1OC
    4 | -2 | 0 | -7 | 2 | -4 | 0.1 | -1 | 7 | 6
> COc1cc(OC)cc(C(=O)NC2CC(C)(C)NC(C)(C)C2)c1
    -11 | 3 | x | -3 | 2 | -1 | -0.9 | 0 | 6 | 18
> COc1cccc(NC(=O)[C@H](CC(C)C)NC(=O)N2CCn3c2nc2ccccc23)c1
    x | x | -2 | -10 | -4 | -3 | 0.7 | 1 | 1 | 34
> COc1ccc(NS(=O)(=O)c2ccc(N3CCOCC3)c(N)c2)cc1
    -10 | 0 | -39 | -1 | 0 | 1 | 1.3 | -8 | -12 | -11
> Cc1ccc(CN2CC(C(=O)Nc3ccccc3N3CCCC3)CC2=O)cc1 (centres undefined)
    2 | -1 | -7 | -7 | 1 | 6 | -0.4 | 0 | 8 | -8
> CC(C)c1ccc(NC(=O)CN2C(=O)NC(C)(C3CC3)C2=O)cc1 (centres undefined)
    20 | -1 | 17 | -11 | -2 | 0 | 0.2 | 0 | -2 | -2
> CCCSc1ncccc1C(=O)O
    9 | -1 | -6 | 0 | -5 | 2 | 0.0 | 3 | -12 | -25
> Cc1ccc(CSCC(=O)Nc2ccccc2F)cc1
    -28 | 6 | 60 | -2 | 4 | x | -0.3 | -1 | -14 | x
> O=C(Cn1c2c(sc1=O)C1c3ccccc3OCC1CS2)Nc1ccc(Cl)c(Cl)c1 (centres undefined)
    -9 | 0 | 5 | 6 | -2 | -2 | 0.8 | -1 | 25 | 8
> Cc1cc(N2CCOCC2)nc(C(C)C)n1
    9 | -4 | -1 | -1 | -4 | x | 1.5 | 8 | 10 | -6
